GSTO1 counter – blocks human GSTO1 in RBBP9 counter-screen | P78417 | inhibition, % at 5.96 µM | AID 1974 | 300,000 tested, 1.1% active | recombinant GSTO1, activity-based probe fluorescence polarization;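 active = inhibition above the campaign mean inhibition plus 3 SD, cut at about 35% in these data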;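 also: 0% = GSTO1-1 with DMSO and 100% = wells lacking GSTO1-1 enzyme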
PAFAH2 inh – inhibitors of human PAFAH2 | recombinant PAFAH2, FP-rhodamine activity probe, fluorescence polarization | AID 492956 | inhibition, % at 3.39 µM | Q99487 | 340,000 tested, 0.99% active;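 active = inhibition above the mean over all tested compounds plus 3 SD, cut at about 30% in these data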;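 also: inhibitors block probe labeling of enzyme so polarization drops; 0% = enzyme with DMSO and 100% = wells lacking PAFAH2 protein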
PREPL inhibitor – inhibitors of human prolyl oligopeptidase-like enzyme PREPL; inhibition, % at 5.96 µM; AID 2751; Q4J6C6; 320,000 tested, 0.68% active; recombinant PREPL, fluorescence polarization activity-based probe; in the data active = inhibition above about 43%;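 also: 0% = enzyme with DMSO and 100% = wells lacking enzyme; many of its hits are not listed in these tables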
Target sequence (Q4J6C6 whole entry, looked up): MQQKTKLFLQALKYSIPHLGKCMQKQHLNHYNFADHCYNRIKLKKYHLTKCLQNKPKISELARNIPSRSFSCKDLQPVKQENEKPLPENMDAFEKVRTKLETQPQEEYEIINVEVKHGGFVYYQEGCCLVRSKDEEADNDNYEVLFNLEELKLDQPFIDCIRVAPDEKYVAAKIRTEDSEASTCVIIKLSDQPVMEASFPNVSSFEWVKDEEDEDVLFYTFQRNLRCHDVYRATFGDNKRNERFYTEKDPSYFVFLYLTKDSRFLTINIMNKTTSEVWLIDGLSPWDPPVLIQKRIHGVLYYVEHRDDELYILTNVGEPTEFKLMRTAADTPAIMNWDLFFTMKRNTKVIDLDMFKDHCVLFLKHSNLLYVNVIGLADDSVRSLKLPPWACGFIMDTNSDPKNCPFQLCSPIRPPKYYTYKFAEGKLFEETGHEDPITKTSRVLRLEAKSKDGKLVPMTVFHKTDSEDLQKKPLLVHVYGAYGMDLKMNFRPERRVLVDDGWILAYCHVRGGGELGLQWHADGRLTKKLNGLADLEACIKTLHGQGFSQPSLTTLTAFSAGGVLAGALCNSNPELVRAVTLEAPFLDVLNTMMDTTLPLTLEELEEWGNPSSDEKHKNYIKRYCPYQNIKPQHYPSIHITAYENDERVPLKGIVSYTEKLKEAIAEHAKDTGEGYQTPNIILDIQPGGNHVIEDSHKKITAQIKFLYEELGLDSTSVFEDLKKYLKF
PAFAH1B3 FP inh – inhibitors of human PAFAH1B3. Q15102. recombinant PAFAH1B3, FP-rhodamine probe, fluorescence polarization. inhibition, % at 3.39 µM. 340,000 tested, 0.28% active;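 active = inhibition above the screen-wide average of all tested compounds plus 3 SD, cut at about 25% in these data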;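 also: 0% = enzyme with DMSO only and 100% = wells lacking PAFAH1B3 protein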
LYPLA1 inh – LYPLA1 (human) inhibition in PME1 counter-screen; O75608; recombinant LYPLA1, FP-Rh probe fluorescence polarization; inhibition, % at 5.9 µM; 320,000 tested, 0.16% active; AID 2174;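 active = inhibition above the mean of all tested compounds plus 3 SD, set per campaign, cut at about 14% in these data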;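 also: inhibitors block serine hydrolase probe labeling of LYPLA1 so polarization falls; 0% = enzyme with DMSO and 100% = wells lacking LYPLA1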
Target sequence (O75608 whole entry, looked up): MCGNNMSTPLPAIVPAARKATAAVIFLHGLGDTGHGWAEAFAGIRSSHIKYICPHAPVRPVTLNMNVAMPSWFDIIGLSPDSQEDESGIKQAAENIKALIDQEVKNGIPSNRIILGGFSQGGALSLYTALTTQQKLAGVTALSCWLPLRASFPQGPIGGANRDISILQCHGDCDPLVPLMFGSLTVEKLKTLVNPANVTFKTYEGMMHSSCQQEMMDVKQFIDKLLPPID
PAD4 FP inh – inhibitors of human PAD4; Q9UM07; recombinant PAD4, RCA probe fluorescence polarization; inhibition, % at 6.36 µM; 330,000 tested, 0.41% active;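 active = percent inhibition above a cutoff equal to the mean of all tested compounds plus 3 SD, cut at about 15% in these data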;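 also: 0% = PAD4 with RCA probe and DMSO and 100% = probe without PAD4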
PAFAH1B2 FP inh – blocks human PAF acetylhydrolase 1b catalytic subunit 2; P68402; inhibition, % at 3.39 µM; recombinant PAFAH1B2, FP-rhodamine activity probe, fluorescence polarization; AID 492953; 340,000 tested, 1.2% active;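 active = inhibition above the mean of all tested compounds plus 3 SD, cut at about 24% in these data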;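 also: 0% = enzyme with DMSO and 100% = wells lacking PAFAH1B2; many of its hits are not listed in these tables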
LYPLA2 inh – LYPLA2 (human) inhibition in PME1 counter-screen. AID 2177. 320,000 tested, 0.38% active. recombinant LYPLA2, FP-Rh probe fluorescence polarization. O95372. inhibition, % at 5.9 µM;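 active = inhibition above the screen-wide mean plus 3 SD, limit set per campaign, cut at about 26% in these data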;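 also: 0% = LYPLA2 with DMSO and 100% = wells lacking LYPLA2 enzyme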
pPAFAH inh – pPAFAH (human) enzyme inhibition; Q13093; recombinant pPAFAH, FP-rhodamine probe fluorescence polarization; inhibition, % at 3.39 µM; 330,000 tested, 1.5% active;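 active = inhibition above the mean inhibition across the screen plus 3 SD, cut at about 25% in these data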;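 also: inhibitors block binding of the rhodamine activity-based probe so polarization drops; 0% = enzyme with DMSO and 100% = wells lacking pPAFAH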
Starred values were filed as active, the others as inactive.

What do the screens show for `CCCOc1ccc2oc(=O)c3c(c2c1)CCCN3C(=O)CN1CCN(c2ncccn2)CC1`?
GSTO1 counter: 23; PAFAH2 inh: 2; PREPL inhibitor: 28; PAFAH1B3 FP inh: 12; LYPLA1 inh: 2; PAD4 FP inh: -4; PAFAH1B2 FP inh: 2; LYPLA2 inh: 5; pPAFAH inh: 10

Results for COc1ccc(C(CC(=O)N2CCN(C)CC2)NC(=O)C(F)(F)F)cc1 (configuration not stated) ?
GSTO1 counter: 3; PAFAH2 inh: 7; PREPL inhibitor: 2; PAFAH1B3 FP inh: 7; LYPLA1 inh: -2; PAD4 FP inh: 3; PAFAH1B2 FP inh: 1; LYPLA2 inh: -4; pPAFAH inh: 0

Results for COCC(=O)NNC(=O)c1ccc(OC)cc1 ?
GSTO1 counter: 1; PAFAH2 inh: 0; PREPL inhibitor: 2; PAFAH1B3 FP inh: -3; LYPLA1 inh: 0; PAD4 FP inh: -3; PAFAH1B2 FP inh: 1; LYPLA2 inh: 4; pPAFAH inh: 8

How did Cc1cc2nc(-c3cccnc3SCC(=O)NCc3ccco3)[nH]c2cc1C do in these assays?
GSTO1 counter: -14; PAFAH2 inh: -15; PREPL inhibitor: 1; PAFAH1B3 FP inh: 8; LYPLA1 inh: -8; PAD4 FP inh: 0; PAFAH1B2 FP inh: -1; LYPLA2 inh: -6; pPAFAH inh: 11

How did Cc1cc(NC(=O)c2ccc(Cl)c(S(=O)(=O)N3CCOCC3)c2)no1 do in these assays?
GSTO1 counter: -7; PAFAH2 inh: 1; PREPL inhibitor: 3; PAFAH1B3 FP inh: -3; LYPLA1 inh: 1; PAD4 FP inh: 2; PAFAH1B2 FP inh: -1; LYPLA2 inh: 3; pPAFAH inh: 4

What do the screens show for `C/C(=N/NS(=O)(=O)c1ccc(Br)cc1)c1ccc(NC(=O)c2ccc(C)o2)cc1`?
GSTO1 counter: -7; PAFAH2 inh: 0; PREPL inhibitor: -28; PAFAH1B3 FP inh: 5; LYPLA1 inh: -2; PAD4 FP inh: -8; PAFAH1B2 FP inh: -2; LYPLA2 inh: -3; pPAFAH inh: 5

How did COc1ccc(-c2nnc(SCCc3ccccc3)n2N)cc1 do in these assays?
GSTO1 counter: 6; PAFAH2 inh: -3; PREPL inhibitor: -1; PAFAH1B3 FP inh: 1; LYPLA1 inh: -2; PAD4 FP inh: -6; PAFAH1B2 FP inh: -3; LYPLA2 inh: 1; pPAFAH inh: 6

Results for Cc1cccc(Oc2c(C=O)c3ccccc3n2C)c1 ?
GSTO1 counter: -1; PAFAH2 inh: -10; PREPL inhibitor: 8; PAFAH1B3 FP inh: 1; LYPLA1 inh: 3; PAD4 FP inh: -1; PAFAH1B2 FP inh: 0; LYPLA2 inh: 3; pPAFAH inh: 3

Results for Cc1ccc(/C=C/C(=O)N2CC(=O)Nc3ccccc32)o1 ?
GSTO1 counter: 3; PAFAH2 inh: 2; PREPL inhibitor: 14; PAFAH1B3 FP inh: 7; LYPLA1 inh: 0; PAD4 FP inh: 0; PAFAH1B2 FP inh: 7; LYPLA2 inh: 6; pPAFAH inh: 4

What do the screens show for `CC1CCCN(C(=O)CN2C(=O)C(C)Oc3ccccc32)C1` (configuration not stated)?
GSTO1 counter: 2; PAFAH2 inh: 8; PREPL inhibitor: -1; PAFAH1B3 FP inh: 2; LYPLA1 inh: 5; PAD4 FP inh: 4; PAFAH1B2 FP inh: 7; LYPLA2 inh: 29*; pPAFAH inh: -2

What do the screens show for `O=C(NC12CCC(O)C(SC1)/C2=N/O)c1ccccc1` (configuration not stated)?
GSTO1 counter: 8; PAFAH2 inh: -4; PREPL inhibitor: 0; PAFAH1B3 FP inh: 7; LYPLA1 inh: -2; PAD4 FP inh: -3; PAFAH1B2 FP inh: 9; LYPLA2 inh: -6; pPAFAH inh: 0

How did CCOC(=O)c1cc2c(ccc3ccccc32)oc1=O do in these assays?
GSTO1 counter: 0; PAFAH2 inh: 3; PREPL inhibitor: 2; PAFAH1B3 FP inh: 5; LYPLA1 inh: -4; PAD4 FP inh: -3; PAFAH1B2 FP inh: 6; LYPLA2 inh: -10; pPAFAH inh: 3

What do the screens show for `O=C(c1ccc(Cl)cc1)C1CCCN(Cc2cccn2-c2ccccn2)C1` (configuration not stated)?
GSTO1 counter: -1; PAFAH2 inh: -4; PREPL inhibitor: -21; PAFAH1B3 FP inh: 7; LYPLA1 inh: 1; PAD4 FP inh: -1; PAFAH1B2 FP inh: 1; LYPLA2 inh: -4; pPAFAH inh: 6

How did CC(C)(C)CC(=O)Nc1ccc(Nc2ccccc2)cc1 do in these assays?
GSTO1 counter: 6; PAFAH2 inh: 7; PREPL inhibitor: -2; PAFAH1B3 FP inh: 3; LYPLA1 inh: -3; PAD4 FP inh: 1; PAFAH1B2 FP inh: 6; LYPLA2 inh: 3; pPAFAH inh: 6

Results for COc1cccc(-c2cc(C(F)(F)F)nc(N3CCN(c4ccccc4)CC3)n2)c1 ?
GSTO1 counter: 2; PAFAH2 inh: -4; PREPL inhibitor: 2; PAFAH1B3 FP inh: -14; LYPLA1 inh: 0; PAD4 FP inh: -1; PAFAH1B2 FP inh: 7; LYPLA2 inh: 3; pPAFAH inh: 0

How did CN(C)C1(CNC(=O)C2CCN(S(=O)(=O)c3ccccc3C(F)(F)F)CC2)CCCCC1 do in these assays?
GSTO1 counter: -1; PAFAH2 inh: 0; PREPL inhibitor: -14; PAFAH1B3 FP inh: 10; LYPLA1 inh: -3; PAD4 FP inh: -3; PAFAH1B2 FP inh: -2; LYPLA2 inh: -6; pPAFAH inh: 5

Results for Cc1c(Cl)cnc(NC(=O)COC(=O)c2cccs2)c1Cl ?
PAFAH2 inh: 58*; PREPL inhibitor: 13; PAFAH1B3 FP inh: 6; LYPLA1 inh: -4; PAD4 FP inh: 5; PAFAH1B2 FP inh: -2; LYPLA2 inh: 2; pPAFAH inh: -1

Results for O=C(CN1C(=O)NC2(CCc3ccccc32)C1=O)Nc1cccc(F)c1 (configuration not stated) ?
GSTO1 counter: 3; PAFAH2 inh: 1; PREPL inhibitor: 1; PAFAH1B3 FP inh: 5; LYPLA1 inh: 2; PAD4 FP inh: 2; PAFAH1B2 FP inh: 6; LYPLA2 inh: 3; pPAFAH inh: -6

What do the screens show for `CCCn1c(SCC(=O)Nc2cccc(S(=O)(=O)NC3=NCCCCC3)c2)nc2ccccc2c1=O`?
GSTO1 counter: -8; PREPL inhibitor: 11; LYPLA1 inh: 0; PAD4 FP inh: 0; LYPLA2 inh: 9; pPAFAH inh: 3

How did O=C(c1cc2sccc2n1Cc1ccccc1)N1CCc2ccccc21 do in these assays?
GSTO1 counter: -3; PAFAH2 inh: -6; PREPL inhibitor: -3; PAFAH1B3 FP inh: 7; LYPLA1 inh: -6; PAD4 FP inh: 0; PAFAH1B2 FP inh: -6; LYPLA2 inh: -6; pPAFAH inh: 7

What do the screens show for `Cc1ccc(/C=N/c2sc3c(c2C(N)=O)CCCC3)o1`?
GSTO1 counter: 17; PAFAH2 inh: 9; PREPL inhibitor: 7; PAFAH1B3 FP inh: 6; LYPLA1 inh: -2; PAD4 FP inh: 9; PAFAH1B2 FP inh: 4; LYPLA2 inh: -4; pPAFAH inh: 18

What do the screens show for `Cc1ccc(OC(C)C(=O)N2CCc3ccccc32)cc1` (configuration not stated)?
GSTO1 counter: 6; PAFAH2 inh: 2; PREPL inhibitor: -3; PAFAH1B3 FP inh: 2; LYPLA1 inh: -2; PAD4 FP inh: -3; PAFAH1B2 FP inh: -5; LYPLA2 inh: 1; pPAFAH inh: 7

How did CC(OC(=O)C1=Cc2ccccc2OC1)C(=O)NC1CCCC1 (configuration not stated) do in these assays?
GSTO1 counter: 10; PAFAH2 inh: -4; PREPL inhibitor: 4; PAFAH1B3 FP inh: 6; LYPLA1 inh: -2; PAD4 FP inh: -6; PAFAH1B2 FP inh: 3; LYPLA2 inh: -3; pPAFAH inh: -6

How did O=C(N/N=C1\NC(=O)C(CO)(CO)S1)c1ccccc1 do in these assays?
GSTO1 counter: 12; PAFAH2 inh: -1; PREPL inhibitor: -5; PAFAH1B3 FP inh: -5; LYPLA1 inh: 0; PAD4 FP inh: -1; PAFAH1B2 FP inh: 5; LYPLA2 inh: 11; pPAFAH inh: 4

Results for CCCc1cc(=O)oc2cc(C)cc(O)c12 ?
GSTO1 counter: -6; PAFAH2 inh: 1; PREPL inhibitor: 11; PAFAH1B3 FP inh: 11; LYPLA1 inh: 2; PAD4 FP inh: -6; PAFAH1B2 FP inh: 7; LYPLA2 inh: 10; pPAFAH inh: 6

What do the screens show for `Cc1ccc(-n2nnnc2SCC(=O)N2CC(=O)Nc3ccccc32)cc1`?
GSTO1 counter: 14; PAFAH2 inh: 2; PREPL inhibitor: -13; PAFAH1B3 FP inh: 0; LYPLA1 inh: 1; PAD4 FP inh: 1; PAFAH1B2 FP inh: -2; LYPLA2 inh: 5; pPAFAH inh: 3

What do the screens show for `CCOC(=O)C1=C(COC(=O)C2CC(=O)N(c3ccc(CC)cc3)C2)NC(=O)NC1C` (configuration not stated)?
PAFAH2 inh: 1; PREPL inhibitor: -6; PAFAH1B3 FP inh: -1; LYPLA1 inh: -2; PAD4 FP inh: 1; PAFAH1B2 FP inh: 3; LYPLA2 inh: -5; pPAFAH inh: 6

What do the screens show for `O=C(NC1CCCc2ccccc21)c1n[nH]c(=O)c2ccccc12` (configuration not stated)?
GSTO1 counter: 9; PAFAH2 inh: 0; PREPL inhibitor: 4; PAFAH1B3 FP inh: 3; LYPLA1 inh: 1; PAD4 FP inh: 0; PAFAH1B2 FP inh: 2; LYPLA2 inh: 9; pPAFAH inh: 7

What do the screens show for `CC1CCCN(CCCNC(=O)C2CC(=O)N(CCc3ccccc3)C2)C1` (configuration not stated)?
GSTO1 counter: 4; PAFAH2 inh: 1; PREPL inhibitor: 13; PAFAH1B3 FP inh: 15; LYPLA1 inh: 0; PAD4 FP inh: 0; PAFAH1B2 FP inh: 2; LYPLA2 inh: 1; pPAFAH inh: 7

Results for O=C(Nc1nnc(C2CCCO2)s1)c1ccc(Br)cc1 (configuration not stated) ?
GSTO1 counter: 0; PAFAH2 inh: 8; PREPL inhibitor: -4; PAFAH1B3 FP inh: 6; LYPLA1 inh: -1; PAD4 FP inh: 0; PAFAH1B2 FP inh: 5; LYPLA2 inh: -1; pPAFAH inh: 6

Results for COc1cccc(-n2cnc3sc(C)c(C)c3c2=O)c1 ?
GSTO1 counter: 8; PAFAH2 inh: 1; PREPL inhibitor: -5; PAFAH1B3 FP inh: 1; LYPLA1 inh: 0; PAD4 FP inh: -5; PAFAH1B2 FP inh: 0; LYPLA2 inh: 5; pPAFAH inh: 7

What do the screens show for `Cc1ccc(S(=O)(=O)c2cc3c(=O)n4ccccc4nc3n(C3CCCC3)c2=N)cc1`?
GSTO1 counter: 3; PAFAH2 inh: -7; PREPL inhibitor: 8; PAFAH1B3 FP inh: -3; LYPLA1 inh: -5; PAD4 FP inh: -8; PAFAH1B2 FP inh: -3; LYPLA2 inh: -7; pPAFAH inh: -4

What do the screens show for `Cc1ccc(CNCCNCCO)s1`?
GSTO1 counter: -2; PAFAH2 inh: -2; PREPL inhibitor: 6; PAFAH1B3 FP inh: 6; LYPLA1 inh: 4; PAD4 FP inh: 1; PAFAH1B2 FP inh: 1; LYPLA2 inh: 2; pPAFAH inh: 5

A portion of the library; count on the stated rates, not on these rows.
